# Screening results from PubChem.
# LYPLA1 inh – LYPLA1 inhibitors, primary screen, counter-screen for PME1 inhibitor project, biochemical, fluorescence polarization, FP-Rh probe ABPP; Acyl-protein thioesterase 1 (Homo sapiens), O75608; recombinant LYPLA1; inhibition, % at 5.9 µM; hit rate 0.16% among 320,000; AID 2174, 2009;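 active = inhibition above the mean of all tested compounds plus 3 SD, set per campaign, cut at about 14% in these data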;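 also: inhibitors block serine hydrolase probe labeling of LYPLA1 so polarization falls; 0% = enzyme with DMSO and 100% = wells lacking LYPLA1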
# PAFAH1B2 inh – PAFAH1B2 enzyme inhibitors, primary screen, biochemical, fluorescence polarization, human. hit rate 1.2% among 340,000. recombinant PAFAH1B2, FP-rhodamine activity probe. inhibition, % at 3.39 µM. Platelet-activating factor acetylhydrolase IB subunit alpha2 (Homo sapiens), P68402;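 active = inhibition above the mean of all tested compounds plus 3 SD, cut at about 24% in these data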;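 also: 0% = enzyme with DMSO and 100% = wells lacking PAFAH1B2; many of its hits are not listed in these tables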
# Target sequence (P68402 whole entry, looked up): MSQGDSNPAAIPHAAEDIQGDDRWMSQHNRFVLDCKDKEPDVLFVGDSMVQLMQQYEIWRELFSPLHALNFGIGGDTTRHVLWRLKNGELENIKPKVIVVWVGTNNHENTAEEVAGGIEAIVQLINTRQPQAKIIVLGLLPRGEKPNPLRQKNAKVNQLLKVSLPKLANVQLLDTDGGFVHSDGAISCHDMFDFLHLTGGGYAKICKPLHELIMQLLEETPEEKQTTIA
# PAFAH1B3 FP inh – PAFAH1B3 enzyme inhibitors, primary screen, biochemical, fluorescence polarization, human; inhibition, % at 3.39 µM; hit rate 0.28% among 340,000; recombinant PAFAH1B3, FP-rhodamine probe; AID 492972, 2010;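 active = inhibition above the screen-wide average of all tested compounds plus 3 SD, cut at about 25% in these data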;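 also: 0% = enzyme with DMSO only and 100% = wells lacking PAFAH1B3 protein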
# Target sequence (Q15102 whole entry, looked up): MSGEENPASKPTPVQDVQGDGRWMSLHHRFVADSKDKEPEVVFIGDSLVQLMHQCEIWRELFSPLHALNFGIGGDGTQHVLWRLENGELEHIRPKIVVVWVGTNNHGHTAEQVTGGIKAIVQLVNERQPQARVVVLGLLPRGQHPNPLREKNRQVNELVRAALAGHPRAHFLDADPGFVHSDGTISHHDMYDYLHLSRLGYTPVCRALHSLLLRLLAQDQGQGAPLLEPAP
# pPAFAH inh – pPAFAH enzyme inhibitors, primary screen, biochemical, fluorescence polarization, human; recombinant pPAFAH, FP-rhodamine probe fluorescence polarization; inhibition, % at 3.39 µM; Platelet-activating factor acetylhydrolase (Homo sapiens), Q13093; hit rate 1.5% among 330,000;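 active = inhibition above the mean inhibition across the screen plus 3 SD, cut at about 25% in these data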;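 also: inhibitors block binding of the rhodamine activity-based probe so polarization drops; 0% = enzyme with DMSO and 100% = wells lacking pPAFAH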
# EBNA-1 inhibitor – EBNA-1 DNA-binding inhibitors, primary screen, biochemical, fluorescence polarization | inhibition, % at 14.8 µM | hit rate 0.34% among 300,000 | AID 1950, 2009; in the data active = inhibition above about 28%
# LYPLA2 inh – LYPLA2 inhibitors, primary screen, counter-screen for PME1 inhibitor project, biochemical, fluorescence polarization, FP-Rh probe ABPP | Acyl-protein thioesterase 2 (Homo sapiens), O95372 | recombinant LYPLA2 | inhibition, % at 5.9 µM | hit rate 0.38% among 320,000 | AID 2177, 2009;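 active = inhibition above the screen-wide mean plus 3 SD, limit set per campaign, cut at about 26% in these data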;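 also: 0% = LYPLA2 with DMSO and 100% = wells lacking LYPLA2 enzyme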
# Target sequence (O95372 whole entry, looked up): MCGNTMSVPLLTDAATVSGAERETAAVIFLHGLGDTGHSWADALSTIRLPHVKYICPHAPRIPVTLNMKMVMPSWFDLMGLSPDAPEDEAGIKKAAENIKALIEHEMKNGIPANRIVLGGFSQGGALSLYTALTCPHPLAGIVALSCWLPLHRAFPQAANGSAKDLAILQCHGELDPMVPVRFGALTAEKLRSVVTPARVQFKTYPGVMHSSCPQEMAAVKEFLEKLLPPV
# PREPL inhibitor – PREPL enzyme inhibitors, primary screen, biochemical, fluorescence polarization; recombinant PREPL, fluorescence polarization activity-based probe; AID 2751, 2010; hit rate 0.68% among 320,000; Prolyl endopeptidase-like (Homo sapiens), Q4J6C6; inhibition, % at 5.96 µM; in the data active = inhibition above about 43%;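 also: 0% = enzyme with DMSO and 100% = wells lacking enzyme; many of its hits are not listed in these tables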
# ZTA DNA inh – ZTA (EBV) inhibition in EBNA-1 counter-screen. P03206. AID 2234. hit rate 0.15% among 320,000. ZTA-DNA binding, fluorescence polarization. inhibition, % at 11 µM; in the data active = inhibition above about 33%
# Target sequence (P03206 whole entry, looked up): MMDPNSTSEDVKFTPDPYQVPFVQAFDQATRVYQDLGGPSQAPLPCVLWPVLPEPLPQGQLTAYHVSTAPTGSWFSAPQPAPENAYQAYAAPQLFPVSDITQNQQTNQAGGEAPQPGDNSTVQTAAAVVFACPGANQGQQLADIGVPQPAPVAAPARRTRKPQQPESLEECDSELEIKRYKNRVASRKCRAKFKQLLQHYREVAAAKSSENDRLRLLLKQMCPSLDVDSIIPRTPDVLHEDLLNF
# PAFAH2 FP inh – PAFAH2 enzyme inhibitors, primary screen, biochemical, fluorescence polarization, human; Platelet-activating factor acetylhydrolase 2, cytoplasmic (Homo sapiens), Q99487; recombinant PAFAH2, FP-rhodamine activity probe; inhibition, % at 3.39 µM; hit rate 0.99% among 340,000;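 active = inhibition above the mean over all tested compounds plus 3 SD, cut at about 30% in these data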;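 also: inhibitors block probe labeling of enzyme so polarization drops; 0% = enzyme with DMSO and 100% = wells lacking PAFAH2 protein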
# Numbers without * were called inactive; · = no result given. Only part of the results is shown (hit frequency here may not be typical).
SMILES,LYPLA1 inh,PAFAH1B2 inh,PAFAH1B3 FP inh,pPAFAH inh,EBNA-1 inhibitor,LYPLA2 inh,PREPL inhibitor,ZTA DNA inh,PAFAH2 FP inh
COCCN1C(=O)c2ccccc2C(C(=O)N2CCN(c3ccccc3)CC2)C1c1ccc(F)cc1 (centres undefined),0,-2,1,0,3,0,17,3,-6
CC1(C)CC2CC(C)(CN2c2ncnc3ccc(Br)cc23)C1 (centres undefined),0,10,-1,-1,-8,13,-1,-7,3
COc1ccc2[nH]c(CN3CCN(C(C)C)C(CCO)C3)c(C)c2c1 (centres undefined),-2,2,7,3,1,-3,12,-2,2
COc1c(OC2OC(C(=O)O)C(O)C(O)C2O)cc(O)c2c(=O)cc(-c3ccccc3)oc12 (centres undefined),-4,2,7,0,3,-1,-1,-2,4
CCOc1ccc(-c2cc(CCCC(=O)N3CCN(c4ccc(OC)cc4)CC3)no2)cc1,1,1,7,2,1,4,-1,5,1
Cc1csc(C(=O)O)c1-n1cccc1,-3,-1,0,4,0,3,-3,-17,-7
C=CCn1c(SCC(=O)Nc2ncc(Cc3cc(C(F)(F)F)ccc3Cl)s2)nnc1-c1ccncc1,1,4,-2,4,5,1,5,-12,8
CCc1ccc(NC(=O)CCc2c(C)nn(-c3ccc(N4CCOCC4)nn3)c2C)cc1,-3,-2,5,7,-9,3,9,-8,-4
S=c1[nH]nc(COc2ccccc2)n1/N=C/c1ccc(Cl)c(Cl)c1,3,22,-3,5,-8,7,4,6,19
C=COCCNC(=S)Nc1cccc(Cl)c1,-4,0,9,2,7,-8,-1,15,2
Cc1ccc(-n2c(-c3nn(C)cc3Cl)n[nH]c2=S)cc1,5,4,-2,4,3,1,13,-26,6
Cc1cc(C)n2nc(C(=O)OCC(=O)c3c[nH]c4ccccc34)nc2n1,-1,8,3,1,-1,1,-7,-8,1
C[C@H]1CCC(=O)N([C@H](CSc2ccc(Br)cc2)Cc2ccccc2)CC1,4,10,-2,1,·,-1,21,-6,-2
CC(=O)Nc1nc(-c2ccc3c(c2)OCO3)cs1,3,2,6,0,4,4,-1,2,6
CC1CCN(C(=O)C2Cc3ccccc3CN2S(=O)(=O)c2ccc(F)cc2)CC1 (centres undefined),0,0,8,5,7,-1,3,12,-1
Cc1c(Cl)c([N+](=O)[O-])nn1CC(=O)NCc1cccs1,-1,4,1,7,-5,-1,2,6,-7
O=C(Oc1c(CN2CCOCC2)cc(Cl)c2cccnc12)c1ccccc1,-1,6,9,3,9,1,16,-7,1
COc1ccc(OC)c2c1nc1n2CCS1,3,0,12,3,0,1,-5,9,-1
O=C(NC1CCN(Cc2ccccc2)CC1)C12CC3CC(CC(C3)C1)C2,-4,2,1,5,4,-1,6,5,-2
COc1ccc(S(=O)(=O)N2CCC(C(=O)Nc3c(F)cccc3F)CC2)cc1,-2,7,-6,-2,-11,1,-8,4,-7
Cc1c(NC(=O)c2cnn3cccnc23)c(=O)n(-c2ccccc2)n1C,2,3,5,2,7,4,4,9,-4
CCCOc1cccc(C2C(C(=O)c3ccco3)=C(O)C(=O)N2CCCn2ccnc2)c1 (centres undefined),-6,4,1,0,-3,-3,-1,-9,-3
CCOC(=O)c1c(N)n[nH]c1-c1ccccc1,0,-2,2,1,-6,-2,14,-4,0
O=C(NCc1ccncc1)C1CCCCC1,2,1,-8,4,7,4,3,17,-5
Cc1cccc(-n2c(-c3cccc([N+](=O)[O-])c3)nc3nc4ccccc4nc32)c1,3,·,·,0,-3,7,6,-10,·
# Next section:
SMILES,LYPLA1 inh,PAFAH1B2 inh,PAFAH1B3 FP inh,pPAFAH inh,EBNA-1 inhibitor,LYPLA2 inh,PREPL inhibitor,ZTA DNA inh,PAFAH2 FP inh
O=C(O)/C(=C\c1ccc2ccccc2c1)c1cccc2ccccc12,-5,1,4,7,8,-7,0,36*,-1
O=C(Cn1nc(C(=O)O)c2ccccc2c1=O)Nc1cccc(S(=O)(=O)N2CCOCC2)c1,1,6,10,5,·,2,2,-3,3
Cn1c(SCC(=O)N2CCN(c3cccc(Cl)c3)CC2)nnc1-c1ccncc1,1,4,6,2,3,0,26,-3,1
CC1(C)Nc2ccccc2C(=O)N1NC(=O)c1ccccc1,-2,-6,6,2,-8,-9,4,6,-3
CN1C(=O)c2ccc(S(=O)(=O)c3ccc(C(=O)O)cc3)cc2C1=O,-1,0,9,4,-13,0,-7,2,4
CCCN(CC1CC1)S(=O)(=O)c1ccc(-n2cnnn2)c(OC)c1,1,2,-9,-1,4,3,17,2,-4
COc1cnc(-c2ccccc2)nc1Oc1ccc(C(C)(C)C)cc1,-6,1,-3,1,-4,-5,-2,6,-5
Cc1ccc(Nc2nc(N)c([N+](=O)[O-])c(N3CCOCC3)n2)cc1C,0,0,2,12,0,5,30,-1,15
O=C(COC(=O)/C=C/C(=O)OCC(=O)Nc1ccccc1F)Nc1ccccc1F,3,2,-2,2,-8,-5,14,5,5
Cn1c2cc(Br)sc2c2cnn(Cc3c(F)cccc3Cl)c(=O)c21,·,-2,12,3,·,·,2,·,-2
CCOC(=O)C1=C(C)N(C)C(=S)NC1c1cc(OC)ccc1OC (centres undefined),-1,2,10,-9,-4,-4,15,-19,-4
CCOC(=O)c1c(-c2ccc(OC)cc2)cn2ccccc12,3,2,9,-1,-2,6,8,9,-5
O=C(O)c1ccc(-n2[nH]c3c(c2=O)CCCC3)cc1,-1,3,5,1,-3,4,2,-13,4
O=c1[nH]c2ccc(NC(=S)Nc3ccc(F)cc3)cc2[nH]1,1,4,7,4,-13,2,8,0,4
CCOC(=O)C1CCN(S(=O)(=O)c2cc(Br)cc3c2N(C(C)=O)C(C)C3)CC1 (centres undefined),0,15,7,3,-7,4,3,21,-10
CCCS(=O)(=O)c1c(S(=O)(=O)CCC)c2cnccn2c1C(=O)c1ccc(OC)cc1,3,6,2,-5,6,6,16,3,8
Cc1ccc(NCC(=O)c2ccccc2)cc1Cl,6,4,15,2,5,4,7,10,0
Cc1cc(C)c2nc(-c3ccccn3)cc(C(=O)NCc3cc(C)n(C)n3)c2c1,2,1,0,9,0,1,3,6,1
COc1ccc(OC)c(/C=C/C(=O)OCC(=O)NCc2cccs2)c1,-2,3,9,-2,·,-3,10,-4,46*
O=C(CN1C(=O)c2ccccc2C1=O)OCC(=O)c1ccc(F)cc1,-5,-6,13,6,4,-8,-1,7,-1
O=C(O)CSc1nnc(C2COc3ccccc3O2)n1-c1ccccc1 (centres undefined),-1,3,8,4,-7,6,1,-21,-2
CC(=O)c1cccc(N=C2NC(=O)C(CO)(CO)S2)c1,4,3,3,2,-1,-1,7,-9,-6
O=C(CCN1CCc2ccccc2CC1)c1ccc2c(c1)OCCO2,1,-2,9,-4,2,-3,6,1,2
Cc1ccccc1CN(C)CC(=O)Nc1ccccc1Oc1ccccc1,3,3,-2,-4,4,4,5,9,3
CN(CCOc1ccccc1)C(=O)C1CCC(=O)N(CCN2CCOCC2)C1 (centres undefined),-3,3,0,9,1,4,19,-7,-2

# Taken from the listing (two entries):
SMILES,LYPLA1 inh,PAFAH1B2 inh,PAFAH1B3 FP inh,pPAFAH inh,EBNA-1 inhibitor,LYPLA2 inh,PREPL inhibitor,ZTA DNA inh,PAFAH2 FP inh
Cc1cc(C)c2nc(-c3ccccn3)cc(C(=O)NCc3cc(C)n(C)n3)c2c1,2,1,0,9,0,1,3,6,1
COc1ccc(OC)c(/C=C/C(=O)OCC(=O)NCc2cccs2)c1,-2,3,9,-2,·,-3,10,-4,46*

# Further structures follow:
SMILES,LYPLA1 inh,PAFAH1B2 inh,PAFAH1B3 FP inh,pPAFAH inh,EBNA-1 inhibitor,LYPLA2 inh,PREPL inhibitor,ZTA DNA inh,PAFAH2 FP inh
Cc1ncc([N+](=O)[O-])n1CCOC(=O)C12CC3CC(CC(C3)C1)C2,3,22,-1,2,3,3,-2,1,3
CCCc1cc(=O)[nH]c(SCC(=O)N(CCOC)c2c(N)n(Cc3ccccc3)c(=O)[nH]c2=O)n1,2,0,3,1,4,2,2,6,-3
O=C(COC(=O)Cc1c[nH]c2ccccc12)Nc1c(Cl)cccc1C(F)(F)F,0,-2,6,14,6,-2,-14,-9,10
COc1ccc(COC(=O)C2=C(C)NC(=O)NC2c2ccc(F)cc2)cc1 (centres undefined),-2,4,4,5,-9,-1,-2,-20,-2
COC(=O)c1cccc(Cn2c(Cl)c(/C=N/NC(=O)c3ccccc3Cl)sc2=O)c1,-8,1,-11,5,21,-4,-70,16,-3
CCCCCCn1c(=O)c(Cc2ccccc2)c(O)c2ccccc21,-3,1,0,7,10,-1,6,-6,10
O=C1CCCN1c1ccc(C(=O)N(Cc2nnc(-c3ccccc3Cl)o2)C2CC2)cc1,-2,0,-2,0,-2,-2,-5,5,-2
CN(C)S(=O)(=O)c1ccc(S(=O)(=O)NCc2cccs2)cc1,3,2,7,2,7,0,6,9,-3
COc1ccc2nc3oc(C(=O)Nc4ccc(OC)c(OC)c4)cc3cc2c1,-10,1,0,-4,11,-13,-10,10,-3
Nc1ncnc2c1ncn2[C@@H]1O[C@H](CNCC(O)CO)[C@@H](O)[C@H]1O (some centres undefined),·,2,3,4,·,·,·,·,2
N#Cc1ccc(C(c2nnnn2CCc2ccccc2)N2CCCCCC2)cc1 (centres undefined),-1,26*,3,10,2,2,1,-5,0
Cc1ccc(CSc2nn3c(=O)c(C)nnc3s2)cc1,0,4,5,3,-12,2,0,-18,-3
CC(NC(=O)COC(=O)c1ccc(OCC2CCCO2)cc1)c1ccccc1Cl (centres undefined),1,1,-1,25*,·,0,9,-3,88*
Cc1ccc(NC(=O)COC(=O)c2cccc3c(=O)c(C)c(-c4ccccc4)oc23)cc1,-18,0,0,-8,4,-37,-28,-5,-6

# Single entries from the entries so far:
# `Cc1csc(C(=O)O)c1-n1cccc1` | PAFAH2 FP inh: -7
# `O=C(NCc1ccncc1)C1CCCCC1` | ZTA DNA inh: 17
# `Cc1ccccc1CN(C)CC(=O)Nc1ccccc1Oc1ccccc1` | EBNA-1 inhibitor: 4
# `CN(CCOc1ccccc1)C(=O)C1CCC(=O)N(CCN2CCOCC2)C1` (centres undefined) | PAFAH1B3 FP inh: 0
# `O=C1CCCN1c1ccc(C(=O)N(Cc2nnc(-c3ccccc3Cl)o2)C2CC2)cc1` | ZTA DNA inh: 5

# Single records, from the list above:
# Listed for O=C(CN1C(=O)c2ccccc2C1=O)OCC(=O)c1ccc(F)cc1 = LYPLA1 inh: -5; PAFAH1B2 inh: -6; PAFAH1B3 FP inh: 13; pPAFAH inh: 6; EBNA-1 inhibitor: 4; LYPLA2 inh: -8; PREPL inhibitor: -1; ZTA DNA inh: 7; PAFAH2 FP inh: -1
# Listed for O=C1CCCN1c1ccc(C(=O)N(Cc2nnc(-c3ccccc3Cl)o2)C2CC2)cc1 = LYPLA1 inh: -2; PAFAH1B2 inh: 0; PAFAH1B3 FP inh: -2; pPAFAH inh: 0; EBNA-1 inhibitor: -2; LYPLA2 inh: -2; PREPL inhibitor: -5; ZTA DNA inh: 5; PAFAH2 FP inh: -2
# Listed for O=C(Cn1nc(C(=O)O)c2ccccc2c1=O)Nc1cccc(S(=O)(=O)N2CCOCC2)c1 = LYPLA1 inh: 1; PAFAH1B2 inh: 6; PAFAH1B3 FP inh: 10; pPAFAH inh: 5; EBNA-1 inhibitor: ·; LYPLA2 inh: 2; PREPL inhibitor: 2; ZTA DNA inh: -3; PAFAH2 FP inh: 3
